From PubChem BioAssay
Pf Dd2 inh – Plasmodium falciparum Dd2 growth inhibition. AID 1347417. P. falciparum Dd2 growth, SYBR Green, 72 h. Potency, µM (series often up to 28.9 µM), without a hit: at the highest dose activity, negative = inhibition, hits mostly inhibitors. actives 4.3% (n = 120,000); active means well fitted inhibition curve with a large enough effect; inconclusive means small, poorly fitted or top-dose-only effect; inactive means no such curve, though single readings can be large or run the other way;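 further: plate controls were DMSO vehicle for no effect and reference drug for full effect; nearly all actives have a fitted effect of over 65% in size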
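Infected erythrocytes (Dd2, 0.3% parasitemia, 2.5% hematocrit final) are added to compound in RPMI-1640/Albumax II medium, grown 72 h at 37C in low oxygen, then lysed with saponin/Triton-X containing SYBR Green and read by fluorescence.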
* hit, by the source's call; i = inactive; ? = inconclusive; [ ] = remark or other dose. Potency means the concentration at half of the fitted maximal effect. This is a subset, so the mix of outcomes need not match the whole.

SMILES | Pf Dd2 inh
O=C(c1ccc(N2CCC(CO)CC2)nc1)N1CCC(N2CCOCC2)CC1 | 11%
O=C(N[C@H]1CO[C@H]2[C@@H]1OC[C@@H]2n1nnnc1Oc1ccc(-n2ccnc2)cc1)C1CCCCC1 | -21%
COc1nccc(N2CCC(CC(=O)N3CCN(C(C)=O)CC3)CC2)n1 | 7%
Cc1ccc(C)c(NC(=O)C2CCN(c3nn4c(=O)cc(C)nc4s3)CC2)c1 | 13%
CC(C)c1nc2c(c(-c3ccc(O)cc3)n1)CN(C(=O)c1ccc(F)cc1)CC2 | -18%
COCCNC(=O)[C@@H]1C[C@@H](c2ccc(F)cc2)N([S+](=O)([O-])c2cccnc2)C1 | -3%[44.1 µM]
Cc1ccccc1S(=O)(=O)N1CCC(n2cnnc2C2CC2)CC1 | -9%
COc1ccc(OC)c(-c2nc3c(C)cccc3cc2CN2CCCC(O)C2)c1 (configuration not stated) | ?
CN(C)C(=O)[C@H]1CN2CCC1C[C@@H]2Cn1cc(-c2cccc(O)c2)nn1 (some centres not stated) | i
O=C(NC1CCCCC1)N1CCN(C(=O)N2CC3CC(C2)[C@H]2CCCC(=O)N2C3)CC1 (some centres not stated) | i
COc1ccc(NC(=O)CN2C(=O)C3(SCC(=O)N3c3ccccc3)c3ccccc32)cc1Cl (configuration not stated) | ?
COc1ccccc1C(=O)N1CC(CNc2cccnc2)C2(C1)CN(c1ccccc1)C2 (configuration not stated) | i
CCc1noc(-c2cn(C3CCCN(C(=O)c4ccc(F)c(Cl)c4)C3)nn2)n1 (configuration not stated) | ?
Cc1nc(-c2ccc(F)cc2)n(CC(=O)Nc2cccc(C(F)(F)F)c2)c(=O)c1CCO | ?
O=C(O)c1ccc(CN2CCC[C@@H](O)[C@H](NC(=O)c3ccc(OCc4ccccc4)cc3)C2)cc1 | ?
Cc1oc(-c2ccccc2F)nc1CSCC(=O)NCc1ccccc1 | 12%[5.79 µM]
CCc1cnc(N2CCC3(CC2)C(=O)Nc2cc(Oc4ccccc4)c(OC)cc23)nc1 | -13%[44.1 µM]
CCC(C)NC(=O)C(NC(=O)c1ccccc1Cl)C1CCN(C(=O)CCc2ccccc2)CC1 (configuration not stated) | i
Cn1c(CN2CCN(c3ncccc3C#N)CC2)nnc1C1CC(N)C1 (configuration not stated) | -21%
COCCNC(=O)C(NC(=O)c1ccccc1)C1CCN(C(=O)C2CC2)CC1 (configuration not stated) | -13%
COCCCN1C(=O)c2[nH]nc(-c3cc(C)ccc3O)c2C1c1ccc(F)cc1 (configuration not stated) | -29%
COc1cccc(S(=O)(=O)N2[C@H]3CC[C@@H]2c2cnc(C)nc2C3)c1 | 17%
CCCN(CC1CCOC1)C(=O)c1ccc(Br)o1 (configuration not stated) | i[5.79 µM]
COc1ccc(OC)c(CCNC(=O)c2c(C)oc3ncn(CC(C)C)c(=O)c23)c1 | ?
COc1ccc(-c2ccc3nnc(CNC(=O)c4ccc(C#N)cc4)n3n2)cc1 | -19%

The list goes on:
SMILES | Pf Dd2 inh
CCN(c1ccccc1)S(=O)(=O)c1ccc(NC(=O)c2nc(S(C)(=O)=O)ncc2Cl)cc1 | 16%
CCCCOC(=O)c1ccc(NC(=O)CSc2nc3c(c(=O)[nH]2)CCC3)cc1 | 68%[activator]
CC(C)c1nn2c(=O)cc(COC(=O)c3cccc(NC(=O)c4ccccc4F)c3)nc2s1 | 9%
CCOc1ccc(Nc2sc(C(=O)c3ccc(F)cc3)c(N)c2S(=O)(=O)c2ccc(C)cc2)cc1 | ?
Cc1ccc(C)c(N2CCN(C(=O)CCn3c(=O)c4cccn4c4cccnc43)CC2)c1 | i
CCOc1ccc(-c2cc3c(=O)n(CC(=O)NCc4ccc(OC)cc4)ccn3n2)cc1 | i
CCOc1ccc(-n2c(=O)c3c(C)c(C)sc3n(CC(=O)C(C)(C)C)c2=O)cc1 | 0%
CCOC(=O)c1c(N)n(-c2cccc(OC)c2)c2nc3ccccc3nc12 | 2%
O=C(NCCc1cccc(Oc2ccccc2)c1)[C@H]1CCC[C@H](O)C1 | -10%
CCOC(=O)c1cccc(NC(=O)c2cc(CN3CCOCC3)on2)c1 | -18%
COCC(=O)NC[C@H]1CCN(Cc2ccc(Br)o2)C[C@H]1N(C)C | ?
Cc1ccsc1C(=O)N1CC[C@@H]2COCCN(Cc3cccnc3)[C@@H]2C1 | i
COc1cn(CC(=O)Nc2ccc(C)cc2)c(CN2CCCCC2)cc1=O | 8%
Cc1ccc(Cn2cnc3nc4c(cc3c2=O)CCCC4)cc1 | -24%
CC(C)CCN(C1CCOCC1)C1CCN(C(=O)c2ccc(F)cc2)CC1 | i
O=C1CC(c2ccccc2)N(C(=O)Nc2ccccc2)CCCCCN1 (configuration not stated) | ?
CCC(=O)N1CCc2cc(Br)cc(S(=O)(=O)CCC(=O)N3CCN(c4ccc(F)cc4)CC3)c21 | ?
COCC1CN(Cc2cccc3[nH]ccc23)CC12CCNCC2 (configuration not stated) | i
CN(C)c1cccc(-c2cnc(Nc3cccc(N[S+](C)(=O)[O-])c3)c3c2CCO3)c1 | ?
Cn1nc2n(c1=O)CCN(CC1CCCCC1)CC2 | -8%
COc1ccc(C(=O)N[C@@H]2CCC[C@@H]2C(=O)N2CCN(c3ccccc3F)CC2)cc1 | 10µM*
CCN(CC)CCNC(=O)c1c(C)oc2ncn(C)c(=O)c12 | 34%[activator]
COCCN1CCC(N2CCN(C(=O)c3ccc(F)c(F)c3)CC2)C1=O (configuration not stated) | -1%
COc1ccc2cc(CNc3ccc(C)cc3)c(=O)n(CC(=O)Nc3ccc(OC)c(Cl)c3)c2c1 | -19%
COc1ccc(CNC(=O)c2cc3c(=O)n(C)c4ccccc4c3n2C)cc1 | 27%

Additional results:
SMILES | Pf Dd2 inh
COc1ccc(-c2ccc3c(c2)C(=O)N2CCN(C(=O)CC4(CC(=O)O)CCCC4)C[C@H]2C(=O)N3)cc1 | i
Cc1ccc(NC(=O)c2ccc3c(c2)N(C)C2CCCCCN2C3=O)cc1 (configuration not stated) | i
CC(=O)Nc1ccc(S(=O)(=O)N[C@H]2CO[C@H]3[C@@H]2OC[C@H]3OC(=O)Nc2ccc(C(C)=O)cc2)cc1 | -3%
O=C(O)c1ccc(CN2Cc3[nH]cnc3C[C@H]2c2nc(-c3ccc(F)cc3)no2)cc1 | -23%[44.1 µM]
CC1CCN(S(=O)(=O)c2ccc3[nH]ccc3c2)CC1 | 46%[activator]
CC(C)(C)c1ccc(C(=O)NNc2ncnc3c2cnn3-c2ccc(Cl)cc2)cc1 | i
CC(C)(C)n1cc(-c2cc(C(=O)N3C[C@H]4CC[C@H]3C4)c3ccccc3n2)cn1 | -23%
COCCNC(=O)CSc1nnc(NC(=O)Nc2ccc(C)cc2)s1 | i
COc1ccc(NC(=O)N[C@H]2CO[C@H]3[C@@H]2OC[C@@H]3n2nnnc2Oc2ccc(-n3cncn3)cc2)cc1 | ?
Cc1ccc(CNC(=O)C2(c3ccc(NC(=O)C4CC4)cc3)CCCCC2)o1 | ?
CC1(C)CC(Nc2nccc(-c3cnn(-c4ccccc4)c3)n2)CC(C)(C)N1 | ?
COc1ccc(CN2CCC3(COc4ncccc4[S+](=O)([O-])N3)C2)cc1 (configuration not stated) | ?
O=C(NCCCc1ccccn1)c1ccc2nc(-c3ccc(F)cc3)cn2c1 | ?
CC(C)n1cnnc1CN(C)c1nc(N)nc2nc[nH]c12 | 3%
CC(C)N1C(=O)C(CC(=O)Nc2cccc(OC(F)(F)F)c2)=C2CCCCC21 (configuration not stated) | ?
Cc1ccccc1OCC(=O)Nc1nnc(SCc2cc(=O)n3cc(Cl)ccc3n2)s1 | -7%
COc1ccc(-n2ccnc(NCCc3ccc(S(N)(=O)=O)cc3)c2=O)cc1Cl | i
COc1cccc(CN(C)Cc2ccc(-c3ccccc3)cc2)c1 | ?
COc1ccc(N2CC(c3noc(-c4cc(C)cc(C)c4)n3)CC2=O)cc1 (configuration not stated) | 20%
COc1cccc(CN2CCCC(NC(=O)c3cn4ccsc4n3)C2)c1 (configuration not stated) | -21%
COc1cccc(CC(=O)N2CCCCCCNC(=O)[C@H]3C[C@H](c4nc(C(C)C)no4)C[C@H]32)c1 | -16%
CCOc1ccc(/C=C/c2nc(C#N)c(Nc3ccc(OC)cc3)o2)cc1 | ?
COc1ccc(NC(=O)Cn2c(=O)n(Cc3ccco3)c(=O)c3sc4ccccc4c32)cc1Cl | ?
CN1c2cc(C(=O)Nc3ccc(OC(F)(F)F)cc3)ccc2C(=O)N2CCCCCC21 (configuration not stated) | -12%
COc1ccc(N2Cc3c(NCc4cccs4)ncnc3N(C)CC2=O)cc1 | -13%

Other entries.
SMILES | Pf Dd2 inh
CCn1nccc1C(=O)N1CCCN(S(C)(=O)=O)c2ccccc21 | i
CCOc1ccc(NC(=O)c2nn(C)c3c2CS(=O)(=O)c2ccccc2-3)cc1 | -16%
CCOC(=O)c1[nH]c(C)c(C(=O)NCc2ccccc2Cl)c1C | ?
O=C(c1cnn2ncccc12)N1CCOCC1 | 24%[44.1 µM]
COc1ccc2c(c1)nc1n2[C@@H](CN(Cc2nccs2)Cc2nccs2)COC1 | -25%[44.1 µM]
COc1ccc(-c2c(C)c3ccc(O)c(CN4CCCC(C)C4)c3oc2=O)cc1OC (configuration not stated) | 11µM*
CS(=O)(=O)c1ccc(CN2CCOC[C@H]2c2ncc(-c3cccc(Cl)c3)[nH]2)cc1 | i
COCCn1ncc(N2CCC(NC(=O)Cc3ccc(F)cc3)CC2)cc1=O | -23%
COC(=O)c1ccccc1NC(=O)c1noc2c1CSc1ccccc1-2 | 29%
N#Cc1ccc(S(=O)(=O)NCC(=O)N2CCCCCNC(=O)CC2c2ccccc2)cc1 (configuration not stated) | -13%
CC(=O)N1CCC(C2CCN(Cc3ccc(C#N)cc3)C2)CC1 (configuration not stated) | i
CN(CCc1ccccn1)[C@H]1[C@@H]2OC[C@@H](O2)[C@@H](NC(=O)Nc2ccc(F)cc2)[C@@H]1O | ?
COc1ccc(Cn2ccc3nc(C)c(C(=O)NCc4ccc(F)cc4)cc3c2=O)cc1 | 111%[activator][5.79 µM]
COCCn1c(=O)n([C@H]2CCCN(C(=O)c3cc4ccccc4[nH]3)C2)c2ncccc21 | ?
CCN1CC(c2nc(-c3ccc(-n4nc(C)cc4N)cc3)no2)CCC1=O (configuration not stated) | ?
CN1CCc2nc3sc(C(=O)Nc4cccc(C#N)c4)c(N)c3cc2C1 | -23%
O=C(CC1CCCC1)N1CCOc2ccc(CN3CCCCC3)cc2C1 | ?
COc1ccccc1CC(=O)N1CCCc2ncc(C(=O)NC(c3ccccc3)c3ccccc3)cc21 | 0%
Cc1ccc(N2C(=O)CC(c3ccccc3F)C3=C2COC3=O)cc1Cl (configuration not stated) | 6%
CC(=O)Nc1ccc(S(=O)(=O)NC2(C(F)(F)F)NC(=O)N(CCc3ccc(F)cc3)C2=O)cc1 (configuration not stated) | 45%[activator]
CCC(C)(C)C(=O)N1CCC(N2CC3CC(C2)[C@H]2CCCC(=O)N2C3)CC1 (some centres not stated) | -7%
O=C1CCN(Cc2ccccc2)CCCC(c2nc(-c3cnccn3)no2)CCN1 (configuration not stated) | ?
CC(C)NC[C@H]1O[C@@H](CO)[C@@H](O)[C@H]1N(C)CCN(C)C | 11%[44.1 µM]
CCOC(=O)c1cccc(NC(=O)CCn2nc(C)c3c(C)n(-c4ccccc4)nc3c2=O)c1 | 2.5µM*
O=C(NCc1ccccc1)N1CC(Oc2ccc(-c3nc(-c4ccccc4)no3)cc2)C1 | 0%[5.79 µM]

Pulled by structure from the list above:
SMILES | Pf Dd2 inh
COc1ccc2c(c1)nc1n2[C@@H](CN(Cc2nccs2)Cc2nccs2)COC1 | -25%[44.1 µM]
CCOc1ccc(-n2c(=O)c3c(C)c(C)sc3n(CC(=O)C(C)(C)C)c2=O)cc1 | 0%
Cc1ccc(C)c(N2CCN(C(=O)CCn3c(=O)c4cccn4c4cccnc43)CC2)c1 | i
COc1ccc(NC(=O)N[C@H]2CO[C@H]3[C@@H]2OC[C@@H]3n2nnnc2Oc2ccc(-n3cncn3)cc2)cc1 | ?
COCCn1ncc(N2CCC(NC(=O)Cc3ccc(F)cc3)CC2)cc1=O | -23%
CC(C)c1nc2c(c(-c3ccc(O)cc3)n1)CN(C(=O)c1ccc(F)cc1)CC2 | -18%
O=C(c1ccc(N2CCC(CO)CC2)nc1)N1CCC(N2CCOCC2)CC1 | 11%

Three of the compounds above, with tabs:
Molecule	Pf Dd2 inh
CC(=O)N1CCC(C2CCN(Cc3ccc(C#N)cc3)C2)CC1 (configuration not stated)	i
CN(CCc1ccccn1)[C@H]1[C@@H]2OC[C@@H](O2)[C@@H](NC(=O)Nc2ccc(F)cc2)[C@@H]1O	?
COc1ccc(Cn2ccc3nc(C)c(C(=O)NCc4ccc(F)cc4)cc3c2=O)cc1	111%[activator][5.79 µM]

Carrying on:
SMILES | Pf Dd2 inh
Cc1cccn2c(CC(=O)N3CCn4nc(CO)cc4C3)cnc12 | -1%
O=C1CCN(Cc2ccncc2)CCCC(C(=O)NC2CCN(Cc3ccccc3)CC2)CCN1 (configuration not stated) | 10%
COc1ccc(CN2CCC([C@@H]3CNC[C@H]3CO)CC2)c(OC)c1 | ?
CN1CCN(C(=O)CC[C@H]2CNC(=O)[C@@H]3[C@@H](CCN3Cc3ccc(C(=O)O)cc3)N2C)CC1 | 33%
C[C@@H]1CN(C(=O)c2cc(C(F)(F)F)[nH]n2)C[C@@]1(O)C1CCC1 | -10%
Cc1ccc(Cl)cc1NC(=O)c1oc2ccc(S(=O)(=O)N(C)C3CCCCC3)cc2c1C | ?
O=C(CN1C(=O)COc2ccc(C(=O)COc3ccccc3Cl)cc21)NCC1CCCO1 (configuration not stated) | i
O=C1NC2(CCN(C(=O)C3CCCC3)CC2)COc2ccccc21 | -19%[44.1 µM]
